# USP1 inh – USP1/UAF1 (human) deubiquitinase inhibition; recombinant USP1/UAF1, Ub-Rhodamine cleavage fluorescence; O94782; 390,000 tested, 0.23% active; Potency, µM (top dose mostly 57.1 µM), without a hit: at the highest dose activity change, negative = inhibition, usual class: inhibitors; note: potency is the fitted concentration of half-maximal effect; % is set by controls: 0 for no effect and ±100 for the full control effect; nearly all actives have a fitted effect of over 60% in size; inactives centre near -12
#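 In this screen, compounds sit with the deubiquitinase complex (1nM) for 15 min at room temperature before Ub-Rho is added at 150nM final. Fluorescence rise is then followed for 6 reads every 60 seconds.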
# IDH1 R132H inh – human IDH1 R132H inhibition | IDH1-R132H enzyme, NADPH consumption, diaphorase/resazurin fluorescence | O75874 | Potency, µM (titrated, usually from 76.6 µM), without a hit: at the top dose activity change, negative = inhibition, hits mostly inhibitors | 390,000 tested, 0.093% active; note: potency is the fitted concentration of half-maximal effect; % is set by controls: 0 for no effect and ±100 for the full control effect; nearly all actives have a fitted effect of over 65% in size
#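 IDH1-R132H (0.5 ug/mL dispensed) in pH 7.5 Tris buffer was preincubated 30 min with compound, then given a substrate mix of 0.016 mM NADPH and 2 mM alpha-KG for 80 min at room temperature; remaining NADPH was read by diaphorase/resazurin fluorescence.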
# HP1b chromo inh – inhibitors of HP1-beta chromodomain binding to methylated histone tails; P83916; AlphaScreen HP1-beta / biotin-H3K9me3 peptide binding; AID 540317; Potency, µM (series often up to 114 µM), for inactives: at the highest dose activity change, negative = inhibition, most hits filed as inhibitors; 390,000 tested, 0.56% active; note: potency is the fitted concentration of half-maximal effect; nearly all actives have a fitted effect of over 70% in size; inactives centre near 23
#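 Compound inhibition of the preformed complex between 50 nM HP1-beta and 50 nM biotinylated H3K9me3 peptide was read by AlphaScreen. Buffer was PBS pH 7.4 with 0.01% Tween-20. Incubations ran 30 min at room temperature, with 10 ug/mL donor/acceptor beads.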
# GLS inhibitor – blocks human kidney-isoform glutaminase activity; GLS enzymatic activity, qHTS titration; Potency, µM (top dose mostly 45.5 µM), without a hit: at the top dose activity change, negative = inhibition, most hits filed as inhibitors; O94925; 410,000 tested, 0.21% active; AID 624170; note: potency is the fitted concentration of half-maximal effect; % is set by controls: 0 for no effect and ±100 for the full control effect
#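 Read-out is an Amplex red fluorescence increase coupled through glutamate oxidase and HRP, measured before and after 30 min room-temperature incubation. hKGA is in 45 mM KH2PO4 (pH 8.2) with 0.02% Tween-20; glutamine added as 1mM solution.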
# PI4K2A block – blocks human PI4K2A kinase activity. Q9BTU6. 420,000 tested, 0.13% active. activity change, negative = inhibition, % at 76.9 µM. purified PI4K2A, ADP-Glo luminescence, 1 h; active compounds read low; in the data active = activity change below about -50%; inconclusive = mostly about -30% to -49%;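 note: -100% = wells without enzyme as full effect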
# Target sequence (Q9BTU6 whole entry, looked up): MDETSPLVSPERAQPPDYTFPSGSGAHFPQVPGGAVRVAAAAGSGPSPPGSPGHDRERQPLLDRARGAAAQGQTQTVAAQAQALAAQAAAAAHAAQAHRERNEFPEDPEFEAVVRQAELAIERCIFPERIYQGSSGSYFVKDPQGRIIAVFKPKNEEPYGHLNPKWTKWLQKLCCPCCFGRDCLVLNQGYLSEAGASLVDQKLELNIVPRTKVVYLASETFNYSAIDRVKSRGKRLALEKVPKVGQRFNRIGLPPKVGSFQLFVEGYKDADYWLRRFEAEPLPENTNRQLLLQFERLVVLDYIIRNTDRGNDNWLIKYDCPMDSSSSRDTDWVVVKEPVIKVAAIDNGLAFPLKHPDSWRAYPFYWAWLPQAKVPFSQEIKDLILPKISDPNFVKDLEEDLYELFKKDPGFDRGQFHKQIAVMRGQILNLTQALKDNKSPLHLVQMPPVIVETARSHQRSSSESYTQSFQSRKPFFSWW
#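 PI4K2A activity was measured by ADP-Glo luminescence: enzyme (4 ug/mL stock) and phosphatidylinositol (1.2 mM stock) in Tris pH 7.5/MgCl2/EGTA/Triton X-100 buffer were reacted with ATP (300 microM stock) for one hour at ambient temperature.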
# rTrxR1 inhibitor – inhibitors of rat thioredoxin reductase 1; O89049; recombinant rTrxR1, NADPH fluorescence consumption, selenite substrate; Potency, µM (top dose mostly 114 µM), inactives show at the highest dose activity change, negative = inhibition, usual class: inhibitors; 390,000 tested, 1% active; AID 588453; note: potency is the fitted concentration of half-maximal effect; % is set by controls: 0 for no effect and ±100 for the full control effect; nearly all actives have a fitted effect of over 65% in size
# Target sequence (O89049 whole entry, looked up): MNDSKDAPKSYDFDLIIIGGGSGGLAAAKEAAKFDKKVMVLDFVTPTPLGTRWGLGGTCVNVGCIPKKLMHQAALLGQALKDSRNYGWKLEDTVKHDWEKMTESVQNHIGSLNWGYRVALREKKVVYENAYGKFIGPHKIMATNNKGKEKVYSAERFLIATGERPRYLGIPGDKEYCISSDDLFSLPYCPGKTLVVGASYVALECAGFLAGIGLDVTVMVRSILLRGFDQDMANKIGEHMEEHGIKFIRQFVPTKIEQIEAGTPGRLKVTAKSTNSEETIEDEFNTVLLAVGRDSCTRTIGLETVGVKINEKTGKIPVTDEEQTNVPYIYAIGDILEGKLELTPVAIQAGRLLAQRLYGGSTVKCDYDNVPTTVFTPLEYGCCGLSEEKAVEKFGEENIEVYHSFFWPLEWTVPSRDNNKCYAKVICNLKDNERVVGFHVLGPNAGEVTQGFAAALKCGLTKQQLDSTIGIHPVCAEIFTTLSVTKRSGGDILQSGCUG
#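 Rat TrxR1 (90 nM in the dispensed reagent) was pre-reduced with 400 uM NADPH for 5 min at room temperature, then incubated with compound for 15 min. After 400 uM selenite was added, NADPH fluorescence (Ex 340/Em 450 nm) was followed for 8 min.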
# Pin1 inhibitor – inhibitors of human Pin1; Pin1 FP peptide displacement, HiFluor488, 10 min; 390,000 tested, 0.009% active; Potency, µM (titrated, usually from 115 µM), for inactives: top-dose activity, negative = inhibition, hits mostly inhibitors; Q13526; active = well fitted inhibition curve with a large enough effect in the polarisation, with a control signal flat, not every such curve was filed as active; inconclusive = small, poorly fitted or top-dose-only effect, or effect the other way, or a change in a side signal; inactive = no such curve, though single readings can be large or run the other way; the % refers to the polarisation; note: potency is the fitted concentration of half-maximal effect; % is set by controls: 0 for no effect and ±100 for the full control effect
# TrxR1 substrate – is turned over as a substrate by rat TrxR1. O89049. 390,000 tested, 0.01% active. Potency, µM (doses to about 114 µM), for the others: top-dose activity change, negative = substrate turnover. purified TrxR1 substrate turnover, NADPH consumption readout. AID 588456; note: potency is the fitted concentration of half-maximal effect; % is set by controls: 0 for no effect and ±100 for the full control effect; nearly all actives have a fitted effect of over 50% in size
#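 Rat TrxR1, dispensed at 90 nM, was prereduced with 400 uM NADPH (final) for 5 min at ~22 deg C, then incubated with compound 15 min before 400 uM selenite. A first-read NADPH fluorescence drop versus no-compound background flagged substrates.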
# Tb PGK inh – blocks T. brucei phosphoglycerate kinase | AID 602233 | P07378 | 380,000 tested, 0.043% active | Potency, µM (doses to about 57.5 µM), inactives show top-dose activity change, negative = inhibition, actives largely listed as inhibitors | PGK/GAPDH coupled, Kinase-Glo luminescence, 60 min; note: potency is the fitted concentration of half-maximal effect; % is set by controls: 0 for no effect and ±100 for the full control effect; nearly all actives have a fitted effect of over 60% in size
#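 Luminescent ATP detection (Kinase-Glo Plus) follows a 60-minute room-temperature incubation, with wells lacking PGK as controls. Buffer: 100 mM TEA (pH 7.6), 5 mM MgCl2, 0.01% Tween-20. Coupling enzyme GAPDH (100 nM final) supplies unstable 1,3-BPG in-well.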
# Starred values were filed as active, the others as inactive; i = inactive; ? = inconclusive; . = no result given; & = joins results of further samples; [ ] = another dose, or the depositor's remark. Unless noted, calls come from the whole dose curve; as a rule, active = well fitted curve in the direction sought with a large enough effect; inconclusive = small, poorly fitted or top-dose-only effect, or another doubt; inactive = no such curve, though single readings can be large; an effect the other way counts as inactive or inconclusive.
SMILES,USP1 inh,IDH1 R132H inh,HP1b chromo inh,GLS inhibitor,PI4K2A block,rTrxR1 inhibitor,Pin1 inhibitor,TrxR1 substrate,Tb PGK inh
CCOC(=O)N1CCN(C(=O)c2ccccc2N(Cc2ccccc2)S(=O)(=O)c2ccc(OC)cc2)CC1,-21%,0%,12%,-7%,-1,10%[57.1 µM],3%,-4%,-1%
Cc1ccc(-c2noc(CN(C3CCCCC3)S(=O)(=O)c3ccc(Cl)cc3)n2)cc1,?,-8%,59%[activator],-1%,0,33%,-4%,3%,10%
COc1cccc(NC(=O)CN(C)CC(=O)c2c(C)[nH]c3ccccc23)c1,-25%,-18%,33%,-4%,1,79µM*,?,-2%,6%
Cc1ccc([N+](=O)[O-])cc1N(CC(=O)N1CCCCC1)S(C)(=O)=O,9%,-8%,3%,-16%,1,12%[57.1 µM],0%,-3%[57.1 µM],i
Nc1cccc(-n2nncc2-c2ccccc2)c1,-5%,7%,-8%,-2%,0,5%,-10%,-3%,i
Cc1cccc(N2CC(C(=O)OCC(=O)c3c(N)n(CC(C)C)c(=O)n(C)c3=O)CC2=O)c1C (centres undefined),-23%,8%,32%,6%,2,3%,2%,1%,0%
O=C(Nc1c2c(nn1-c1ccccc1)CS(=O)(=O)C2)c1ccc(Br)o1,-20%,6%,.,-7%,5,.,.,.,-6%
Cc1ccc(S(=O)(=O)N(C)C[C@@H]2Oc3ccc(NC(=O)CCC(F)(F)F)cc3CC(=O)N([C@@H](C)CO)C[C@@H]2C)cc1,-34%,6%,52%[activator],-2%,-4,-21%,12%,-4%,-2%
CCOc1ccc(NC(=O)NCCCn2c(C)nc3cc(C)c(C)cc32)cc1,1%,-3%,5%,8%,2,-3%,2%,-4%,-2%
COc1ccccc1C(=O)Nc1nc(-c2ccc3c(c2)OCCO3)cs1,-19%,5%,21%,10%,-3,37%[activator],4%,27%,-4%
Cc1ccc(CNC(=O)CCNC(=O)Cn2ccc3ccccc3c2=O)cc1,-3%,12%,10%,-1%,4,12%,37%[activator],6%,-1%
COC(=O)C1=C(C)N=c2s/c(=C/c3cccs3)c(=O)n2C1c1ccc(F)cc1 (centres undefined),?,8%,14%,0%,-10,16%,1%,-2%,22%
Cc1ccc(N2CC(C(=O)Nc3cccc(C(=O)NC4CC4)c3)CC2=O)cc1 (centres undefined),-17%,-4%,27%,-24%,13,26%,-1%,10%,-11%
COc1cccc2ccc(CC(O)(c3ccccc3)c3ccccc3)nc12,-3%,10%,.,-1%,1,.,.,.,4%
CCn1cc(C2=NC(C)CO2)c2ccccc21 (centres undefined),0%,-1%,10%,0%,0,5%,1%,3%,0%
CCOc1cc(/C=N/NC(=O)CN2CCOCC2)ccc1OCc1ccc(Cl)cc1,1%,-2%,24%,5%,6,-14%,-1%,-9%,12%
COc1ccc(S(=O)(=O)N2CCC(C(=O)Nc3ccc4c(c3)OCCO4)CC2)cc1OC,-3%,4%,8%,-2%,-4,-1%[57.1 µM],-1%,2%[57.1 µM],-4%
CN(Cc1ccc(C(C)(C)C)cc1)C(=O)c1ccc2c(=O)n3c(nc2c1)CCC3,?,5%,13%,-5%,3,-5%,0%,5%,1%
CCc1nnc(NC(=O)CN2CCN(Cc3cccc(OC)c3)CC2)s1,7%,0%,20%,11%,4,15%,-3%,0%,-2%
OCC1(CCc2ccccc2)CCN(C/C=C/c2ccccc2)CC1,-14%,-5%,7%,-6%,-4,39%,-2%,7%,-3%
CCOc1ccccc1N1CCN(C(=O)c2c(-c3ccccc3Cl)noc2C)CC1,-19%,0%,13%,5%,-12,2%,4%,-2%,i
O=C(Nc1ccc(N2CCN(C(=O)c3cccs3)CC2)cc1)c1cccnc1Cl,-20%,4%,56%[activator],61%[activator],5,8%,-6%,-7%,.
OCCSc1ncnc2c1oc1ccccc12,-3%,12%,32%,-9%,-7,17%[57.1 µM],0%,15%[57.1 µM],-7%
COc1ccc(S(=O)(=O)Nc2ccc3c(c2)C(=O)N([C@@H](C)CO)C[C@H](C)[C@H](CN(C)CC2CC2)O3)cc1,-7%,-2%,32%,18%,-1,-6%[57.1 µM],9%,5%[57.1 µM],-8%
Cc1nc2ccccc2n1CCc1nc2c3ccccc3nc(SCc3ccc(F)cc3)n2n1,-2%,-14%,27%,2%,-6,8%[57.1 µM],-1%,-3%[57.1 µM],1%
Cc1nc(CSc2nnc3scc(-c4ccccc4)n23)cs1,-11%,20%,16%,-14%,2,-6%,-2%,-3%,-3%
COc1cc(OC)cc(C(=O)Nc2ccc(C(=O)Nc3ccccc3OC)cc2)c1,-3%,10%,9%[57 µM],0%,-1,7%[57.1 µM],24%,12%[57.1 µM],-7%
O=C(NCC(c1ccco1)N1CCCCC1)c1cccs1 (centres undefined),-15%,5%,29%,2%,-4,0%,-4%,-9%[11.4 µM],0%
CCc1cccc(NC(=O)C2CCCC2)c1,-19%,3%,45%[activator],5%,-8,-10%,7%,-10%,1%
CCOc1ccc(NC(=O)Nc2cccc(C)n2)cc1,-16%&-26%,6%&31%,18%&14%,-9%&-4%,4&2,3%&18%,12%&23%,14%[57.1 µM],-1%&-5%
COc1ccc(/C=C2\CCCC3C2=NN(C(=O)c2scnc2C)C3c2ccc(OC)cc2)cc1 (centres undefined),-18%,-6%,6%,-5%,-2,47%[activator],8%,54%[activator],-2%
COc1ccc(NC(=O)N(C)C[C@H]2Oc3c(NC(=O)C4CC4)cccc3C(=O)N([C@H](C)CO)C[C@@H]2C)cc1,-19%,11%,45%[activator],-1%,2,0%,-4%,0%,0%
CCNS(=O)(=O)c1cc(S(C)(=O)=O)ccc1Cl,5%,3%,29%,2%,-7,23%,-4%,10%,.
CCOc1ccc(C(=O)NC(Cc2ccccc2)C(=O)OC)cc1 (centres undefined),-4%,-4%,17%,3%,2,-3%,-4%,-2%,4%
O=C(NCCCn1ccnc1)C(=O)NCC1OCCCN1S(=O)(=O)c1ccccc1 (centres undefined),-8%,6%,12%,11%,-4,33%,1%,18%,-9%
Cc1ccc(-n2c(CSc3nc(C)cc(C)n3)n[nH]c2=S)cc1,-19%,0%,25%,0%,2,?,-5%,1%,-4%
CC(=O)Nc1cccc(OCCCNS(=O)(=O)c2ccc(F)cc2)c1,-20%,4%,21%,0%,-4,24%,-17%,2%,-7%
CCSc1nnc(N)s1,3%,2%,12%,2%,0,6%,-5%,-4%,-10%
COc1cc2c(C(=O)N3CCN(c4cccc(C)c4)C(C)C3)cn(CC(C)C)c(=O)c2cc1OC (centres undefined),-18%,4%,5%,15%,-4,-8%,?,7%[2.29 µM],i
CCc1ccc(NC(=O)CSc2nc(=O)n(CCCN3CCOCC3)c3c2CCC3)cc1,-14%,6%,20%,-7%,0,9%,7%,6%,-6%
Cc1c(Cl)cccc1NC(=O)Nc1cc(C(C)(C)C)on1,-5%,8%,30%,5%,2,6%,?,-7%[57.1 µM],10%
CC(C)(C)[C@@H]1C=C(C(=O)N2CCOCC2)O[C@H](OCc2ccc(CO)cc2)C1,-4%,1%,34%,-13%,5,18%[57.1 µM],-3%,6%,i
CN(C)c1ccc(Cl)cc1N,-11%,0%,36%,11%,5,9%,1%,0%,-1%
O=C(c1ccc(CNS(=O)(=O)c2cccc(Cl)c2)cc1)N1CCCC1,-23%,-1%,6%,0%,0,2%[57.1 µM],-4%,-1%[57.1 µM],-5%
COc1ccc(NC(=O)C(=O)NCC2(c3ccc(OC)c(OC)c3)CCCC2)cc1,4%,7%,43%[activator],1%,-3,2%,-10%,-2%,-6%
Cc1cc(=O)oc2c3c(cc(OCC(=O)Nc4ccc(CCO)cc4)c12)OC(C)(C)CC3,1%,-10%,20%,5%,-3,?,9%,160%[activator],3%
CCN(CC(=O)NCc1cccs1)CC(=O)Nc1ccccc1C,-9%,3%,43%[activator],-9%,3,36%[activator],0%,3%,-1%
CSc1ncccc1C(=O)OCC(=O)C(C)(C)C,-24%,-7%,60%[activator],4%,2,12%,-1%,0%,8%
CCN(c1cccc(C)c1)S(=O)(=O)c1ccc(N2CCCCS2(=O)=O)cc1,-23%,23%,42%[activator],4%,4,20%[57.1 µM],?,1%[57.1 µM],8%
CN[C@H]1C[C@H]2c3cc(N4CCN(C)CC4)ccc3CCN2C(=O)[C@H]1[C@H](C)O,-19%,10%,.,7%,0,.,.,.,-4%
NC(=O)c1ccc(NC(=O)CN2C(=O)NC(c3ccccc3)(c3ccccc3)C2=O)cc1,-6%,-2%,16%,-3%,1,31%,2%,5%,.
C=CCn1c(=NC(=O)C2COc3ccccc3O2)sc2cccc(OC)c21 (centres undefined),-10%,7%,42%[activator],2%,-1,23%,0%,7%,-1%

# High-throughput results: PubChem, National Center for Advancing Translational Sciences (NCATS)

# An excerpt; rates above refer to the full screens.
